MgcRacGAP inhibition – MgcRacGAP GTPase-activating activity inhibitors, confirmation, biochemical, ADP Hunter fluorescence. MgcRacGAP-stimulated Rac1 GTP hydrolysis, ADP Hunter fluorescence; higher % means a stronger effect; GST-tagged Rac1 F28L mutant substrate. inhibition, % at 30 µM; hits with a dose series show IC50 in µM. 340,000 tested, 0.6% active;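 active means first-screen hits whose inhibition reached a set limit at any dose in the follow-up dose series; inconclusive means inhibition above the set first-screen limit but never retested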;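 further: fluorescence reports GDP produced by GAP-driven GTP hydrolysis; strong numbers were not always called active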
UTI89 phage lysis – inhibition of K1F phage lysis, E. coli UTI89, bacterial capsule biogenesis inhibitors, alamar blue (AID 488966); E. coli UTI89 K1F phage lysis, alamar blue, 2 h; higher % means a stronger effect; one-dose inhibition, % at 100 µM; IC50 in µM for titrated hits; 340,000 tested, 0.02% active;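 active means phage lysis inhibition, versus mean bacterial control, above a set limit; inconclusive means no clear call, values can overlap the other calls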;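 further: capsule biogenesis inhibitors block K1F phage lysis so surviving cells raise fluorescence; higher fluorescence means more inhibition of phage lysis; actives were called in the ten point dose series up to 300 µM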
SV40 large T antigen – TAg ATPase/helicase activity blockers – biochemical (AID 1903) | one-dose inhibition, % at 20 µM; IC50 in µM for titrated hits | SV40 large T antigen ATPase/helicase inhibition assay; higher % means a stronger effect | 310,000 tested, 0.39% active; in the data active means a potency from the dose series; inconclusive means inhibition mostly from about 32% at the one dose, without a potency; inactive means the rest, 99 in 100 with inhibition below about 32%; further: strong numbers were not always called active
GPR55 LPI antagonism – GPR55 antagonists blocking LPI-driven arrestin recruitment, primary screen, imaging, U2OS, beta-arrestin-GFP, LPI agonist (AID 2013); inhibition, % at 10 µM, or IC50 in µM where a hit was titrated; U2OS GPR55 beta-arrestin-GFP translocation imaging, LPI antagonism; higher % means a stronger effect; 290,000 tested, 0.13% active;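 active means spots per cell inhibited over 60%, with over 100 cells counted and total cytoplasm intensity under 500,000; inconclusive means wells with under 100 cells, flagged as likely toxic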;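 further: U2OS cells stably carrying GPR55 and arrestin-GFP stimulated by 5 µM LPI near EC80; imaged beta-arrestin-GFP aggregate spots per cell after agonist stimulation; plate controls were LPI-stimulated DMSO wells for no effect and DMSO wells without LPI for full effect; some results filed as inactive read as strong as hits; confirmed hits need IC50 under 10 µM and bright autofluorescent wells are also inconclusive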
GPR35 arrestin U2OS – inhibition of zaprinast-stimulated GPR35 beta-arrestin translocation – imaging, U2OS, beta-arrestin-GFP, zaprinast agonist, primary screen (AID 2058); U2OS GPR35 beta-arrestin-GFP translocation imaging, zaprinast antagonism; higher % means a stronger effect; one-dose inhibition, % at 10 µM; IC50 in µM for titrated hits; 290,000 tested, 0.052% active;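 active means inhibition of at least 50% with at least 30 cells and total cytoplasm GFP at most 10,000,000; inconclusive means under 30 cells or total GFP of 10,000,000 plus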
Dengue-2 NS5 capping – Dengue-2 NS5 methyltransferase inhibitors, primary screen, biochemical, confirmation dose response (AID 588689); inhibition, % at 25 µM; hits with a dose series show IC50 in µM; 340,000 tested, 0.3% active; Dengue-2 NS5 methyltransferase capping enzyme assay, biochemical; higher % means a stronger effect; in the data active means a potency from the dose series; inconclusive means inhibition above about 29% without an active follow-up result
PhoP inhibition – PhoP-dependent GFP reporter repression – Salmonella Typhimurium, primary screen (AID 1863) | S. Typhimurium PhoP-regulated promoter GFP reporter, 4 h; higher % means a stronger effect | one-dose inhibition, % at 50 µM; IC50 in µM for titrated hits | 300,000 tested, 0.16% active;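 active means inhibition over 29.93%, a cutoff 3 SD above the screen mean, later confirmed by dose response; inconclusive means inhibition over 29.93% but no dose response follow-up; inactive means inhibition at most 29.93% or unconfirmed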;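 further: 0% = low Mg2+ inducing control and 100% = high Mg2+ repressing control; strong numbers were not always called active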
HIV fusion peptide – cell-free HIV fusion peptide-binding blockers – biochemical, uHTS, fluorescence dequenching, primary screen (AID 1986). 290,000 tested, 0.3% active. inhibition, % at 20 µM, or IC50 in µM where a hit was titrated. cell-free peptide binding, fluorescence dequenching, 30 min; higher % means a stronger effect; in the data active means inhibition mostly above about 52%, no sharp cut-off; inactive means mostly below about 76%; further: some results filed as inactive read as strong as hits
RSV antiviral HEp-2 – RSV antiviral activity via CPE protection, HEp-2 cells, primary 10 µM value included (AID 2391); CPE inhibition, % at 10 µM, or IC50 in µM where a hit was titrated; 310,000 tested, 0.13% active; HEp-2 cells, RSV-induced CPE inhibition; higher % means a stronger effect; in the data active means a potency from the dose series; inconclusive means CPE inhibition mostly from about 23% at the one dose, without a potency; inactive means the rest, 99 in 100 with CPE inhibition below about 21%; further: strong numbers were not always called active
Dengue-2 NS5 capping pilot replicate – second read-out of Dengue-2 NS5 capping, no call of its own (marks repeat the call); inhibition, %; measured here: pilot screen replicate inhibition
* hit, by the source's call; ? = inconclusive; nt = not tested or not shown; [ ] = dose if it differs, or a comment. Outcome played no part in choosing rows (roughly 1.5% active in at least one column).

SMILES | MgcRacGAP inhibition | UTI89 phage lysis | SV40 large T antigen | GPR55 LPI antagonism | GPR35 arrestin U2OS | Dengue-2 NS5 capping | PhoP inhibition | HIV fusion peptide | RSV antiviral HEp-2 | others
Cc1ccc(N(CC(=O)NC2CCCC2)C(=O)c2ccc(C)s2)cc1 | 5% | 0.0% | 3% | 2% | 2% | -5% | 8% | -1.0% | 3.2%
CN(C)CCC(=O)c1ccc(F)cc1 | 7% | 0.5%[50 µM] | 29% | 4% | 5% | -27% | -4% | -1.0% | -0.7%
Cc1nc(CNS(=O)(=O)c2ccc(Br)cc2)cs1 | 6% | -0.3%[50 µM] | 7% | 6% | 5% | 6% | -4% | 0.2% | -0.1%
O=C(C(c1ccccc1)c1ccccc1)N1CCN(Cc2ccc(Br)cc2)CC1 | -1% | 3.5% | -3% | -3% | 1% | 0% | 9% | -0.4% | 9.5%
CC(C)(C)NC(=O)Cn1c(=O)oc2ccc(Cl)cc21 | 3% | -0.2% | 10% | 5% | 7% | 1% | 19% | 3.7% | 0.8%
CCCCN1C(=O)NC(c2cccc([N+](=O)[O-])c2)C(C(=O)OCC)=C1C (centres undefined) | 7% | 0.2% | 19% | nt | nt | -2% | 3% | nt | 1.3%
CC[C@@H](C)[C@H](NS(=O)(=O)c1ccc(C)cc1)C(=O)N1CCC(C(=O)NCC(=O)O)CC1 | 11% | 0.2% | 14% | 16% | 17% | 6% | 8% | -1.6% | -1.1%
CCOc1ccc(CCNC(=O)c2ccc(F)c(S(=O)(=O)N3CCOCC3)c2)cc1OCC | 5% | -0.1% | 7% | 5% | -6% | -2% | 2% | -1.0% | 1.9%
COc1ccc(C(=O)N/N=C/c2ccccc2C(=O)O)cc1OC | -7% | 0.3% | 4% | 6% | 5% | -8% | nt | -0.8% | 2.1%
CCOC(=O)NC(=O)CSc1nc2ccccc2[nH]1 | -27% | -1.4% | 6% | 6% | 4% | -11% | -7% | -1.3% | -0.3%
Cc1cc2cc(CNC(=S)Nc3ccc(OC(F)(F)F)cc3)ccc2[nH]1 | 6% | 0.0% | 10% | -5% | -8% | -7% | 11% | 1.3% | 3.9%
CC1(C)OC(=O)C(=NNc2ccc(C(=O)O)cc2)C(=O)O1 | 9% | -0.1% | 13% | -8% | -9% | -4% | -7% | -2.1% | 0.2%
CCc1noc(C)c1C(=O)N1CCCC(N2CCN(c3cccc(Cl)c3)CC2)C1 (centres undefined) | 8% | 0.0% | 9% | 12% | 0% | 1% | -8% | 2.7% | 5.0%
COc1cccc(CNC(=O)CCCn2c(=S)[nH]c3cc4c(cc3c2=O)OCO4)c1 | 3% | 0.0% | 7% | 4% | -16% | -13% | 0% | -1.0% | 6.3%
Cc1cccn2cc(-c3cccc(NC(=O)c4cccs4)c3)nc12 | 8% | 0.6% | 2% | 23% | 5% | 1% | -6% | -0.8% | ?
CN(C)c1ccc(-c2cccc(C3CC=CC4C3C(=O)N(Cc3ccccc3)C4c3ccc4ccccc4c3)c2)cc1 (centres undefined) | 9% | 1.4% | 16% | 20% | -1% | -7% | -2% | 0.7% | -0.7%
CC1Cc2ccccc2N1C(=O)Cc1cccs1 (centres undefined) | 4% | 2.0% | 4% | 0% | 3% | -2% | 2% | -0.2% | -0.4%
N/C(CN1CCCC1=O)=N\OC(=O)c1ccccc1Cl | 10% | 1.8% | -7% | 8% | -5% | -4% | 10% | 5.4% | 1.5%
O=C1CCC(=O)N(c2ccccc2)N1 | 4% | 0.1% | 3% | 11% | 2% | -12% | 4% | 0.3% | 3.1%
c1ccc(CCn2nnnc2C(c2cccs2)N2CCOCC2)cc1 (centres undefined) | 6% | 0.6% | 0% | 10% | 14% | -4% | 9% | -0.7% | -0.2%
O=C1N(c2cccc3ccccc23)C(c2ccccc2)N2CCCN12 (centres undefined) | 5% | -0.3% | 5% | 6% | -9% | 6% | 1% | 1.8% | 1.3%
Cc1nnc(N2C(=O)C(=O)/C(=C(/O)c3ccc4c(c3)CC(C)O4)C2c2ccccc2F)s1 (centres undefined) | 4% | 0.3% | 16% | -12% | 6% | -5% | -12% | 3.8% | 2.4%
CCN(CC(=O)Nc1c(F)cccc1F)C(=O)/C=C/c1ccc2c(c1)OCO2 | 4% | 1.4%[50 µM] | 0% | nt | nt | 8% | 0% | nt | -0.5%
CCN(CC)CCn1c(=N)n(CC(O)COc2cccc(C)c2)c2ccccc21 (centres undefined) | nt | nt | 5% | 16% | 0% | nt | 7% | -3.1% | -4.4%
COc1ccc(CCN2C(=O)C3C4CC(C5C(C(=O)NN)=NOC45)C3C2=O)cc1OC (centres undefined) | 6% | 0.4% | 19% | 9% | 0% | -2% | -7% | 164% | 0.8%
CCO[C@H]1OC(C(N)=O)=C[C@@H](C2CCCCC2)[C@@H]1CCCO | 7% | -0.3% | 1% | 10% | -12% | -9% | -11% | -1.3% | -1.6%
N#Cc1nc(-c2ccccc2F)oc1NCc1cccc2c1OCO2 | 11% | -0.1% | 0% | 3% | -1% | -4% | 1% | -1.6% | 13%
NS(=O)(=O)c1cccc(NS(=O)(=O)c2ccc(/C=C/C(=O)OCC(=O)c3ccccc3)cc2)c1 | -2% | -0.4% | 28% | -2% | 6% | -4% | -2% | 12% | 9.7%
O=C(Cc1ccccc1)NC1CCSc2ccccc21 (centres undefined) | 2% | 0.1% | 28% | 15% | -12% | 2% | -5% | 0.0% | 0.7%
O=C(CCl)Nc1ccccc1Sc1ccccc1 | 1% | 1.7% | 23% | 1% | 3% | 2% | 2% | 3.3% | 0.2%
CN(C)C(=O)c1cccn(Cc2ccc(C(F)(F)F)cc2)c1=O | 3% | 0.4% | 11% | 4% | -19% | 0% | 6% | -0.2% | 1.2%
C[N+]1(C)CCC(OC(=O)C(O)(c2ccccc2)C2CCCC2)C1 (centres undefined) | 2% | 1.8% | -9% | nt | nt | -4% | -1% | nt | 0.5%
CC1Cc2nc(SCC(=O)Nc3ccc4c(c3)OCO4)n(Cc3ccccc3)c(=O)c2S1 (centres undefined) | -6% | 1.5% | 4% | -12% | 12% | -9% | -2% | -0.5% | 5.3%
C/C(=C\c1ccco1)CN1CCC(N2CCC(C(=O)N3CCOCC3)CC2)CC1 | 6% | 0.1% | 16% | 13% | -2% | 1% | -6% | 5.2% | -2.7%
O=C(O)Cc1sc(-c2ccc(C(=O)O)cc2)nc1-c1ccccc1 | 3% | -1.4% | -4% | 10% | 1% | 1% | 9% | 3.4% | -2.8%
CCOc1cc(/C=C2\C(=O)ON=C2c2ccccc2)ccc1OC | 24% | 0.0% | 13% | 14% | 2% | 27µM* | -10% | 0.3% | 0.7%
CCN1CCN(C2=C(NS(=O)(=O)c3ccccc3)C(=O)c3ccccc3C2=O)CC1 | -18% | -0.4% | 14% | -3% | -17% | 33% | -2% | 2.5% | -0.3%
CCCn1cnc2cc(NCc3cccc(OC)c3O)ccc21 | 23% | 0.3% | 22µM* | -6% | 13% | 1% | -7% | -0.2% | 7.3% | Dengue-2 NS5 capping pilot replicate=0.6
CCCn1c(SCC(=O)NC2CCCC2)nnc1-c1ccccn1 | 13% | 0.5% | 19% | 11% | 0% | -5% | -1% | 0.7% | 1.2%
COCCNC(=O)c1ccc2c(=O)n(CCOC)c(=O)[nH]c2c1 | 9% | 0.6% | -1% | 20% | 22% | 5% | -15% | 3.6% | 1.8%
CC(C)(C)OC(=O)N1CCN(C(=O)[C@H](Cc2ccc(O)cc2)n2cc(CCO)nn2)CC1 | 10% | 0.8% | 6% | 2% | -10% | -8% | -6% | 0.8% | 0.1%
O=C1CSC(c2ccccn2)N1c1ccccc1 (centres undefined) | 0% | 0.4% | -2% | 9% | 18% | 1% | 2% | 1.2% | 1.7%
Cc1cc(C)nc(N2CCCC(C(=O)Nc3nc4ccc(S(C)(=O)=O)cc4s3)C2)n1 (centres undefined) | -13% | 3.0% | -2% | -3% | 19% | 5% | 0% | 1.6% | -0.2%
CC(=O)N1c2ccccc2C2(C)C(C1(C)C)C2(Cl)Cl (centres undefined) | 4% | 0.2% | 1% | 4% | 2% | 7% | 1% | -2.3% | 1.8%
Cc1ccc2nc(C)c(C(=O)N/N=C/c3ccco3)cc2c1 | 3% | 1.8%[50 µM] | 18% | 11% | 2% | -5% | 3% | 1.0% | 1.8%
CN(C)CCCN1C(=O)C(O)=C(C(=O)c2cccs2)C1c1cccc([N+](=O)[O-])c1 (centres undefined) | nt | nt | 14% | -15% | -1% | nt | -9% | 1.0% | 0.9%
CCOC(=O)CN1C=C(c2ccc3ccccc3n2)C(C[N+](=O)[O-])c2ccccc21 (centres undefined) | 16% | 0.8% | 8% | 30% | 8% | ? | -55% | 0.6% | -0.6%
Cc1cc([N+](=O)[O-])c2c(c1C)C1C=CCC1C(c1ccccn1)N2 (centres undefined) | nt | nt | 4% | 3% | 0% | nt | 0% | 14% | 2.8%
O=C(CSCc1ccccc1)N/N=C/c1ccc(OCC(=O)N2CCCCC2)cc1 | 8% | 1.9% | 18% | 4% | -10% | 1% | 10% | -2.3% | 4.2%
CCCCNC(=O)Nc1ccccc1C(=O)NCCC | 6% | 1.4%[50 µM] | 9% | 1% | 3% | -5% | 4% | 2.6% | -0.9%
O=C(NC(=S)NCCc1ccccn1)c1ccccc1 | 8% | 0.2% | 7% | 5% | -4% | 8% | -6% | -1.2% | 1.5%
Cc1cc(C)n(CCN(C)Cc2cn[nH]c2-c2ccc(F)cc2F)n1 | 9% | 0.5% | 4% | 1% | 14% | -6% | 3% | 1.0% | 1.8%
CCc1cccc2c(C(=O)COC(=O)c3cnc(C)cn3)c[nH]c12 | 3% | 0.4%[50 µM] | nt | nt | nt | -6% | nt | nt | 9.9%

Screens (PubChem BioAssay)
